# Screening data as filed in PubChem BioAssay.
# HePTP inh – inhibitors of human HePTP phosphatase, primary screen, biochemical, absorbance, leukemia target. inhibition, % at 20 µM. Tyrosine-protein phosphatase non-receptor type 7 (Homo sapiens), P35236. recombinant HePTP phosphatase activity, OD absorbance. 0.64% of 110,000 active; in the data active = inhibition above about 50%;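 also: plate controls were vehicle for no effect and reference inhibitor for full effect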
# Target sequence (P35236 whole entry, looked up): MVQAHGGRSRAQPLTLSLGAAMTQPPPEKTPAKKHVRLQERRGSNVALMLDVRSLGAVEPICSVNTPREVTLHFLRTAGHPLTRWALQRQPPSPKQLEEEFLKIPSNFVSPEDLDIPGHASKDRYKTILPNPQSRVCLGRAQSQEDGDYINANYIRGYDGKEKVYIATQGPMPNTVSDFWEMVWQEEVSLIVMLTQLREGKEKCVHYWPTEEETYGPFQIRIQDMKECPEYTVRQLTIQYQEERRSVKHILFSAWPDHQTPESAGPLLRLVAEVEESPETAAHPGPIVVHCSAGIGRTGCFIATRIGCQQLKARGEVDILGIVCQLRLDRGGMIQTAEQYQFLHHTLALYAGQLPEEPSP
# BAP1 block – inhibitors of BAP1 deubiquitinase, primary screen, biochemical, Ub-AMC fluorescence, kinetic | recombinant BAP1, Ub-AMC hydrolysis fluorescence kinetic; hits give low values | activity remaining (% of control), % at 20 µM | 0.48% of 72,000 active;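 active = activity remaining at or below 50% of control, provided the compound also passes the data quality filters; inactive = the rest, including low values that fail the filters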;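 also: 100% = DMSO wells rate and 0% = substrate alone blank rate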
# Target sequence (Q92560 whole entry, looked up): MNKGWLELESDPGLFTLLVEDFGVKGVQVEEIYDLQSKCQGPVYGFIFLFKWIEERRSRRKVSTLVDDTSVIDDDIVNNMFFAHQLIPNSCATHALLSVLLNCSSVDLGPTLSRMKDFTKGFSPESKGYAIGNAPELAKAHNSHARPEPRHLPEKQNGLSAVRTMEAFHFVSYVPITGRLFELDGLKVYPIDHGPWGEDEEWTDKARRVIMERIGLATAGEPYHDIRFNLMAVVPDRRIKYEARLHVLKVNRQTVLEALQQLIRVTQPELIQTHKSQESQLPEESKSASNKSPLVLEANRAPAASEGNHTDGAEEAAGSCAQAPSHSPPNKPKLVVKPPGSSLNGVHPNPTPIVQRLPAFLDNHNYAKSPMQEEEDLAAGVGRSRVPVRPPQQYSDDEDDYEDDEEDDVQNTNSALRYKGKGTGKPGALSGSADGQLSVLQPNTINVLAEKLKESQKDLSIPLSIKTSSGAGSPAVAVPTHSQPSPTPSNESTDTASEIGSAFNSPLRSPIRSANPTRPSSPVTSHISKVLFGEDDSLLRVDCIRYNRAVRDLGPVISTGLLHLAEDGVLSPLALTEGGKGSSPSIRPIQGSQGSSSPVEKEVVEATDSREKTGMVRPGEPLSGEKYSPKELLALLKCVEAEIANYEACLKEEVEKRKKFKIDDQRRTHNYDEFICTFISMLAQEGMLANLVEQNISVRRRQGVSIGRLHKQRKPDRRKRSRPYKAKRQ
# The depositor's hits bear a star; . = no result given; & = joins results of further samples. Outcome played no part in choosing rows; overall some 0.79% were active at least once.
# Second line of a record: HePTP inh, BAP1 block
1	COc1cc(C(=O)Nc2ccc(NC(=O)C(C)C)nc2)cc(OC)c1OC
 : 1, 95
2	CC(C)(C)NCCCCOc1ccccc1F
 : 16, 104
3	CC(=O)n1cc(/C=C2\N=C(c3ccc(C(C)(C)C)cc3)OC2=O)c2ccccc21
 : -7, .
4	CSc1ccc(CN2CCC(O)CC2)cc1
 : 1, .
5	COc1ccc(/C=C2\SC(=S)N(CC(=O)Nc3ncc(Cc4ccc(C)cc4)s3)C2=O)cc1OC
 : 4, .
6	COCCNC(=O)C1CC(=O)N(CCc2ccccc2)C1 (stereo unspecified)
 : 0, 100
7	CC(C)CCOCC(=O)Nc1cccc(C(=O)O)c1
 : 7, 93
8	Cc1ccc(C(=O)NCCN(C)C)cc1[N+](=O)[O-]
 : -3, .
9	COc1ccc(C2C=C(c3ccccc3)Nc3nc(CCCO)nn32)cc1 (stereo unspecified)
 : 8, .
10	COc1cccc(NC(=O)C2C3CC4OC(=O)C2C4C3)c1 (stereo unspecified)
 : 5, 146
11	COc1ccc(-c2cc(-c3ccccc3)nc(N3CCCCC3)n2)cc1
 : 7, .
12	COC(=O)c1cc(NC(=O)CC2SCCNC2=O)cc(C(=O)OC)c1 (stereo unspecified)
 : 4, 91
13	CNC(=O)C(=O)Nc1ccccc1OC
 : 3, .
14	COC(=O)c1c(N)sc(C)c1-c1ccc(Cl)cc1
 : -21, .
15	Cc1ccc(CS(=O)(=O)Cc2ccc(C(=O)NCc3ccco3)o2)cc1
 : -7, 87
16	Cc1ccc(NCC(=O)N/N=C\c2ccccc2OCC(=O)O)cc1
 : 0, .
17	Cc1cc(C(=O)COC(=O)c2n[nH]c3ccccc23)c(C)n1C
 : 7, 95
18	COc1cccc(-c2nnc(SCC(=O)N(C(C)C)C(C)C)o2)c1
 : -4, 89
19	O=c1c2c3c(sc2nc2sc(C4CC4)nn12)CCCC3
 : 12, 88
20	CSc1ccc(C2C(C(=O)OCCOc3ccccc3)=C(C)NC3=C2C(=O)CCC3)cc1 (stereo unspecified)
 : -5, .
21	CC(C)Oc1nc(-c2ccc(Br)cc2)nc2ccccc12
 : -7, .
22	COc1cccc2sc(NC(=O)/C=C/c3ccc([N+](=O)[O-])cc3)nc12
 : 3, .
23	COc1ccc(NC(=O)COc2ccc(Cl)cc2C)cc1
 : -2, .
24	O=C(CC1S/C(=N\N=C\c2cccs2)NC1=O)Nc1ccc(C(=O)O)cc1 (stereo unspecified)
 : 90*, .
25	COCCCNC(=O)C1CC(=O)N(C2CCCC2)C1 (stereo unspecified)
 : 8, 119
26	COc1ccc(C2Nc3ccccc3C(=O)N2Cc2ccco2)cc1CSc1ccccn1 (stereo unspecified)
 : -2, .
27	Cc1ccc2c(N)c(C(=O)c3ccccc3)sc2n1
 : -5, .
28	O=C(COc1ccc(-n2cnnn2)cc1)N1CCN(c2ccc(F)cc2)CC1
 : 4, 128
29	COc1ccc(NC(=O)c2sc3cc(C)ccc3c2Cl)c([N+](=O)[O-])c1
 : 6, .
30	CCCC(=O)Nc1nc(C(=O)OCC)cs1
 : 5, 118
31	O=C(Oc1cccc(N2C(=O)CCC2=O)c1)C1CC(=O)N(c2ccc(Br)cc2)C1 (stereo unspecified)
 : 7, 113
32	CCc1ccc(Nc2cc(C)nc3nc(C)nn23)cc1
 : -2, 94
33	CC(=O)N(OCON(C(C)=O)C(C)=O)C(C)=O
 : 4, .
34	COc1ccc(Br)cc1/C=N/n1cnnc1
 : -3, .
35	Cc1cc(N2C(=O)NC(=O)/C(=C\c3ccc4c(c3)OCO4)C2=O)ccc1Br
 : -9, .
36	CC(C)(O)C#Cc1ccc(C(=O)N2CCC(Cc3ccccc3)CC2)cc1
 : -3, .
37	Cc1ccc(C(=O)Nc2c(-c3ccccc3)nc3cc(C)ccn23)cc1
 : 4, .
38	O=C(CNC(=O)c1ccco1)OC(C(=O)c1ccccc1)c1ccccc1 (stereo unspecified)
 : 7, 111
39	Cn1c(=O)oc2cc(S(=O)(=O)N3CCN(c4cccc(Cl)c4)CC3)ccc21
 : 4, 98
40	Cc1cc(C)c(C)c(OCCCCn2ccnc2)c1
 : 12, .
41	O=S1(=O)N=C(N2CCc3ccccc3C2)c2ccccc21
 : -2, 109
42	COC(=O)c1ccc(CSc2nc3sc(C)c(C)c3c(=O)n2-c2ccccc2)cc1
 : 0, .
43	CCCOc1ccc(Cn2c(O)cc(=O)[nH]c2=O)cc1
 : 4, 55
44	O=C(CCS(=O)(=O)Cc1ccccc1)NCc1ccco1
 : 10, 55
45	C=CCOC(=O)C1=C(C)NC(SCC(=O)NC(=O)OCC)=C(C#N)C1c1cccnc1 (stereo unspecified)
 : 2, 182
46	CCC(CC)N1CCN(C(=O)c2cc(OC)c(OC)c(OC)c2)CC1
 : 0, .
47	COc1cccc(NC(=O)C2CC(=O)N=C(N)S2)c1 (stereo unspecified)
 : -1&6, 122
48	CCOc1cc(/C=N\NC(=O)c2cnccn2)ccc1O
 : -4, .
49	CCOc1ccc(CN2CCN(C(=O)c3ccco3)CC2)cc1
 : 3, .
50	O=C(Nc1ccc(Cc2ccncc2)cc1)C12CC3CC(CC(C3)C1)C2
 : -6, .
51	CSc1cccc(NC(=O)Nc2ccccc2)c1
 : 6, 87
52	Fc1ccc(-c2nnc(-c3ccc4c(c3)OCO4)o2)cc1
 : -2, .
53	CCOC(=O)C(=O)N1c2ccccc2C(Nc2ccccc2)CC1C (stereo unspecified)
 : 10, .
54	COc1ccc(NC(=O)CN(CCc2ccccc2)S(=O)(=O)c2ccccc2)c(OC)c1
 : -2, .
55	O=C1c2ccccc2NC(c2cnc3ccccc3n2)N1O (stereo unspecified)
 : -5, 96
56	CCN(CC)CCNC(=O)Cn1nc(Cc2cccnc2)c2ccccc2c1=O
 : -6, 99
57	C=C(C)Cn1c(Cc2ccccc2)n[nH]c1=S
 : 8, .
58	COc1ccc(CCN/C=C2\CC(=O)NC2=O)cc1OC
 : 5, .
59	O=[N+]([O-])c1ccc(N2CCN(CCO)CC2)cc1SCCO
 : ., 56
60	COc1ccc(OC)c(C2C(C(=O)Nc3ccc(F)cc3)=C(C)Nc3nc(CCCO)nn32)c1 (stereo unspecified)
 : 8, 88

# Other results
# Second line of a record: HePTP inh, BAP1 block
61	COc1ccc(CNC23CN4CN(CN(C4)C2)C3)cc1
 : -10, .
62	COc1ccc(NC(=O)CC2(c3ccc(OC)cc3)C(=O)c3ccccc3C2=O)cc1
 : -5, .
63	Cc1nn(Cc2ccccc2)c2c1C(c1ccco1)C(C#N)=C(N)O2 (stereo unspecified)
 : -4, 104
64	COCCn1cnnc1SCC(=O)c1ccc(S(=O)(=O)N2CCCC2)cc1
 : -4, .
65	CCOC(=O)C(=CNc1ccc(F)c(F)c1F)C(=O)OCC
 : -13, .
66	C/C(=N\NC(=O)c1ccco1)c1ccc(Br)cc1
 : -5, .
67	CC(C)(C)c1ccc(C(=O)NNC(=O)C(=O)N2CCCCC2)cc1
 : 3, .
68	CCc1ccc(NC(=O)c2cccc3ccccc23)cc1
 : 4, .
69	CCCC(=O)NC(Oc1ccc(/C=C2\SC(=S)N(CCCOC)C2=O)cc1)C(Cl)(Cl)Cl (stereo unspecified)
 : -4, .
70	CCN(C(=O)CN1CCN(c2ccccc2)CC1)c1c(N)n(Cc2ccccc2)c(=O)[nH]c1=O
 : 8, 125
71	Cc1cc(OCC(=O)NCCCN(C)C)ccc1Br
 : 4, .
72	CC1S/C(=C(\C#N)C(=O)NCc2ccco2)N(Cc2ccco2)C1=O (stereo unspecified)
 : -2, 135
73	N/C(=N\c1nc(C(F)(F)F)cc(=O)[nH]1)Nc1ccc(Oc2ccccc2)cc1
 : 3, .
74	CCOC(=O)C1CCN(c2cc(=O)n(C3CCCCC3)c(=O)[nH]2)CC1
 : 6, 98
75	N#CC1=C(N)Oc2n[nH]c(-c3cccs3)c2C1c1ccco1 (stereo unspecified)
 : 10, 118
76	Cc1cc(=O)n2ccc(CN3CCOCC3)c(O)c2n1
 : ., 985
77	CN1C(=O)CC(C(=O)Nc2ccc(F)cc2)SC1=Nc1ccc2c(c1)OCO2 (stereo unspecified)
 : 11, 74
78	CN1[C@@H](CC(=O)c2ccccc2)CCC[C@H]1C[C@H](O)c1ccccc1
 : 6, 71&98
79	Cn1ccnc1C(=O)c1cc(=O)c2ccccc2o1
 : 5, 105
80	CCC(C)NS(=O)(=O)c1ccc([N+](=O)[O-])cc1 (stereo unspecified)
 : 5, .
81	Cc1cccc(N2CCN(C(=O)c3cc4n(n3)C(C(F)(F)F)CC(c3ccco3)N4)CC2)c1C (stereo unspecified)
 : 7, 65
82	N#CC(C#N)=c1ccc2c(c1)NC1(CCCCC1)N=2
 : -1, 90
83	CCOC(=O)CNC(=O)c1nn(-c2cccc(OC)c2)c(=O)c2ccccc12
 : 9, 96
84	CCOC(=O)c1nn(-c2ccccc2C)c(=O)c(C#N)c1C
 : 3, 97
85	Cc1ccc(S(=O)(=O)N(Cc2ccccc2)c2ccccc2)cc1
 : ., 68
86	CCOc1ccc(C(=O)Nc2ccc(N3CCN(C)CC3)cc2)cc1Br
 : 8, 110
87	CSc1nnc2c(n1)OC(c1ccc(C)o1)Nc1ccccc1-2 (stereo unspecified)
 : -12, .
88	CCN(CC)c1ccc(NC(=O)c2ccc(Br)cc2)cc1
 : 4, .
89	O=C(O)COc1ccc(N2C(=O)C3CC=CCC3C2=O)cc1 (stereo unspecified)
 : 2, .
90	N#CC1=C(N)Oc2n[nH]c(-c3cccs3)c2C1c1cccs1 (stereo unspecified)
 : 3, 88
91	COc1ccc(C2CC(C(F)(F)F)n3nc(C(=O)N4CCN(C(=O)c5ccccc5)CC4)c(Cl)c3N2)cc1OC (stereo unspecified)
 : -12, .
92	CSc1nnc2c3cc(C)ccc3n(Cc3ccccc3)c2n1
 : 5, 31*
93	Cc1csc(NC(=O)c2ccc(C)c(S(=O)(=O)N3CCCCC3)c2)n1
 : 3, 107
94	CSCC[C@H](NC(=O)OC(C)(C)C)C(=O)N1CCC(C(=O)N[C@@H](C)C(=O)O)CC1
 : -2, 96
95	Cc1cc2c(c(=O)n1Cc1cccnc1)C(c1ccccc1)C(C#N)=C(N)O2 (stereo unspecified)
 : 5, 80
96	O=C(Nc1ccc(S(=O)(=O)N2CCCCC2)cc1)c1ccc(F)cc1
 : 4, .
97	CCOC(=O)c1ccc(N2C(=O)CC(N3CCN(CC=Cc4ccccc4)CC3)C2=O)cc1 (stereo unspecified)
 : ., 72
98	CC(=O)c1ccc(OC(=O)C2CC(=O)N(c3cccc(C)c3)C2)cc1 (stereo unspecified)
 : 1, 82
99	O=C(Nc1ccc(Br)cn1)c1ccccc1SCc1ccccc1
 : 1, .
100	Fc1ccc(C(OCCCc2cnc[nH]2)c2ccc(F)cc2)cc1
 : ., 92
101	COc1ccc(C2C(C(=O)N3CCN(c4ccccc4)CC3)c3ccccc3C(=O)N2C)cc1OC (stereo unspecified)
 : -2, .
102	Cc1ccc(S(=O)(=O)Oc2c(C=C3C(=O)CC(C)(C)CC3=O)[nH]c3ccccc23)cc1
 : -3, .
103	CN(C)C1(C)C(=O)c2ccccc2C1=O
 : 2, .
104	CCC(Sc1ncccc1C(=O)O)C(=O)N1CCCC1 (stereo unspecified)
 : 8, 102
105	CC1(C)CC(NC(=O)c2ccccc2C(=O)O)CC(C)(C)N1
 : 4, .
106	CC1=C(C(=O)Nc2ccc(Br)cc2)C(c2ccc(C)cc2)NC(=S)N1 (stereo unspecified)
 : -3, .
107	CCc1ccc(NC(=O)N(CCCOC(C)C)C2CCN(C(C)=O)CC2)cc1
 : 8, 94
108	CCN(CCCNC(=O)C1CCN(S(=O)(=O)CC)CC1)c1cccc(C)c1
 : 10, 111
109	Cc1cccc2cc(CN(Cc3ccc4c(c3)OCO4)Cc3nnnn3C3CCCC3)c(=O)[nH]c12
 : 1, 53
110	CCCCOc1ccc(C(O)(CCC)CCN2CCOCC2)cc1 (stereo unspecified)
 : ., 129
111	COc1cc(/C=C2/SC(=S)N(c3ccccc3)C2=O)ccc1Oc1nc(N2CCOCC2)nc(N2CCOCC2)n1
 : 7, .
112	Cc1ccc2[nH]c3c(N4CCOCC4)ncnc3c2c1
 : 8, .
113	CC(=O)c1cc(F)c(N2CCOCC2)cc1C
 : -7, .
114	C=C(C)Cn1c(SCCCO)nc2c1c(=O)[nH]c(=O)n2C
 : -2, 113
115	COc1ccc(O)c(/C=N/NC(=O)CSc2ccc3ccccc3n2)c1
 : 0, .
116	Cn1cnnc1SCC(=O)c1ccccc1
 : -8, .
117	O=[N+]([O-])c1ccc(-c2ccc(C(=S)N3CCCCC3)o2)cc1
 : 3, .
118	NC(=O)c1cnn2c(C(F)(F)F)cc(-c3ccc(F)cc3)nc12
 : 8, 96
119	Cn1c(C(=O)N2CCCC(C(=O)O)C2)cc2sccc21 (stereo unspecified)
 : 5, 85
120	Cc1cc(NC(=O)COc2ccc(Cl)cc2Cl)n(CCC#N)n1
 : 5, 110

# Further results
# Second line of a record: HePTP inh, BAP1 block
121	CC(=O)c1ccc(NC(=O)CCCC(=O)OCC(F)(F)C(F)F)cc1
 : -8, .
122	Cc1cc(NCc2ccco2)n2c(nc3ccccc32)c1C#N
 : -4, .
123	COc1ccc(/C=C2\SC(=S)N(CCC(N)=O)C2=O)cc1
 : -9, .
124	NS(=O)(=O)c1cccc(NC(=O)c2cccnc2)c1
 : 2, .
125	COC(=O)CN(c1ccccc1)S(=O)(=O)c1ccccc1[N+](=O)[O-]
 : 7, .
126	CC(=O)CC(=O)Nc1ccc(Cl)cc1Cl
 : 9, .
